Screens as filed in PubChem.
HIV Rev-RRE inh = inhibitors of HIV-1 Rev-RRE RNA interaction. P05866. Rev peptide-RRE RNA binding, FRET. inhibition, % at 8 µM. hit rate 0.79% among 97,000. AID 704;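 active = inhibition above the screen-wide mean plus 3 SD, cut at about 35% in these data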;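 note: 0% = median DMSO wells and 100% = median Neomycin B control wells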
Target sequence (P05866 whole entry, looked up): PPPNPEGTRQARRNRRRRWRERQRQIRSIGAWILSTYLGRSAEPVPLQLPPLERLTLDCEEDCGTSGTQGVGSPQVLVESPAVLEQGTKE
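Test system – labelled RRE RNA duplex and labelled Rev peptide · Signal – fluorescein-to-Cy5 FRET, 480 nm excitation · Evaluation – % inhibition of FRET ratio versus controls · Benchmarks – DMSO low control, neomycin B high control · Incubation – 5 min RNA-compound premix plus 15 min binding step, 25 °C · Medium – HEPES pH 7.5 salt buffer with EDTA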
PLK1 kinase inh = blocks human PLK1 kinase activity | recombinant PLK1 kinase, TR-FRET peptide phosphorylation | AID 619 | inhibition, % at 10 µM | hit rate 0.53% among 97,000;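 active = inhibition of 50% or more in the single-concentration screen; inactive = inhibition below 50%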;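 note: 0% = DMSO max control and 100% = H-89 dihydrochloride min control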
Target sequence (P53350 whole entry, looked up): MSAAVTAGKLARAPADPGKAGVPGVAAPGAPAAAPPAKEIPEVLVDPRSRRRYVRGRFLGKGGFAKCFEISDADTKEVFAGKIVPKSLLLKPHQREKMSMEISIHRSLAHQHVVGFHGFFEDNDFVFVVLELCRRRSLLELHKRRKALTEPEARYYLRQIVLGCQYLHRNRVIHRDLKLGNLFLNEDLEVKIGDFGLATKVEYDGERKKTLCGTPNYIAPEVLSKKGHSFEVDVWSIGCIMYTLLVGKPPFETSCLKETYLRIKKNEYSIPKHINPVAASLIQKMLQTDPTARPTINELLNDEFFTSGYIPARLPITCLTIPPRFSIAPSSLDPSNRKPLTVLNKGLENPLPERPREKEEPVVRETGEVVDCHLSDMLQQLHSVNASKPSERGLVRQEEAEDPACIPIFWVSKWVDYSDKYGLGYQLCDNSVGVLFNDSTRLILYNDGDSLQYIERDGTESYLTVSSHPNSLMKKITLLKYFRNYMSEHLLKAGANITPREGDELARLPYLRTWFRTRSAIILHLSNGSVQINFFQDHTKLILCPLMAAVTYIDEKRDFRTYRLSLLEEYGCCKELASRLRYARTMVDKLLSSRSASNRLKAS
PLAP activator = activates human placental alkaline phosphatase | P05187 | purified PLAP enzyme, luminescent substrate read-out; hits give high values | activation fold at 20 µM | hit rate 1.2% among 96,000 | AID 696; in the data active = activation fold above about 2
EphB4 antag = antagonists of human EphB4-ephrin-B2 interaction; hit rate 0.15% among 97,000; EphB4 LBD / TNYL-RAW-Alexa532 peptide, fluorescence polarization; inhibition, % at 7 µM;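 active = inhibition above the screen-wide mean inhibition plus 3 SD, cut at about 15% in these data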;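 note: 0% = DMSO wells and 100% = excess unlabeled TNYL-RAW peptide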
FAK blocker = FAK (human) kinase inhibition; biochemical FAK kinase activity assay; AID 727; hit rate 0.84% among 97,000; Q05397; inhibition, %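 (tested at 7 µM)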; in the data active = inhibition above about 19%;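 note: 0% = DMSO and 100% = reference compound high control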
Plk1 PBD FP = Plk1 (human) PBD binding inhibition. inhibition, %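 (tested at about 20 µM)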. Plk1 PBD phosphopeptide binding, fluorescence polarization. hit rate 0.13% among 97,000. P53350; in the data active = inhibition above about 34%, passing the limit was not always enough
MT1-MMP txn act = activates MT1-MMP transcription. HT1080 MT1-MMP promoter luciferase reporter, luminescence, overnight; hits give high values. activation factor at 10 µM. hit rate 0.16% among 86,000;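 active = activation factor of at least 2 for MT1-MMP transcription at 10 µM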
S1P2 blocker = S1P2 (human) receptor antagonism | inhibition, % at 5 µM | O95136 | cell-based S1P2 antagonist assay, inhibition at 5 uM | AID 736 | hit rate 0.21% among 97,000; in the data active = inhibition above about 45%;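 note: CRE beta-lactamase reporter cells expressing human S1P2 stimulated with S1P; 0% = agonist at EC80 alone and 100% = agonist plus reference antagonist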
Target sequence (O95136 whole entry, looked up): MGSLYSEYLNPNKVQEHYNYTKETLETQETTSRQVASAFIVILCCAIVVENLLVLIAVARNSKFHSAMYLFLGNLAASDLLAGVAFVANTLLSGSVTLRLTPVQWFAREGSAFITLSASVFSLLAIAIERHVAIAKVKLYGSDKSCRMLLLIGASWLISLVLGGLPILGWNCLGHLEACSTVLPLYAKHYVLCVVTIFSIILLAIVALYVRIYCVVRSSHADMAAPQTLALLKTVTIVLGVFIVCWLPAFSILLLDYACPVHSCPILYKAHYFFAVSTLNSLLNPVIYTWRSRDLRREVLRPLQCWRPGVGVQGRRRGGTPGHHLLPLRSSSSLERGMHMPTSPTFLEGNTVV
S1P2 agonist = agonists of human S1P2 receptor; hit rate 0.46% among 97,000; activation, % at 4.5 µM; AID 729; S1P2-expressing cell line, agonist reporter read-out; in the data active = activation above about 16%;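 note: 0% = vehicle low control and 100% = maximal reference agonist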
* hit, by the source's call; . = no result given.

Compound,HIV Rev-RRE inh,PLK1 kinase inh,PLAP activator,EphB4 antag,FAK blocker,Plk1 PBD FP,MT1-MMP txn act,S1P2 blocker,S1P2 agonist
O=C1CCCN1CN(C(=O)c1ccc2c(c1)OCO2)c1cccc(Cl)c1,0,-6,1.1,-2,1,-18,1.2,-2,-3
CC1CCN(C(=O)CN(CCc2ccccc2)S(C)(=O)=O)CC1,-1,-2,1,0,2,-8,1.2,4,-1
CCCCC(=O)Oc1ccccc1C1SCc2cc(C)c(C)cc2CS1,10,-10,1,-3,1,-6,.,0,-1
Cc1cc2ncn(N)c2cc1C,5,-6,1.1,-5,0,-19,1.1,-3,-4
CNC(=O)c1ccccc1NC(=O)c1ccc(C)c(S(=O)(=O)N2CCCCC2)c1,15,-4,0.7,-6,-2,10,1.1,-24,-6
Cc1cc(C(=O)OCn2nnc3ccccc3c2=O)c(C)n1-c1ccccc1,1,23,1.7,-9,0,23,1.4,-1,-4
CCc1ccc(N2CC34C=CC(O3)C(C(=O)OC(C)C)C4C2=O)cc1 (stereo unspecified),3,-4,.,5,1,-22,1.1,24,-3
COCCNC(=O)COc1ccc(Nc2ccccc2)cc1,-1,-8,1,-1,7,-25,1.1,17,-2
Cc1c(-c2ccc(F)cc2)nc(N)c(C#N)c1-c1cccs1,0,-16,1,-2,0,-12,1.1,-1,-6
CCOc1cccc(OCCCOc2ccccc2)c1,23,-4,0.9,-1,-1,12,1.1,-4,-4
CCCN(CCC)CCCNC(=O)c1cc2cc3ccc(OC)cc3nc2o1,15,-19,1.6,6,-1,1,1.2,-5,-7
CC(C)C(C(=O)Nc1sc2c(c1C#N)CCCCC2)N1C(=O)c2ccccc2C1=O (stereo unspecified),7,-14,1.1,-3,6,38,.,-36,-3
CN(C)S(=O)(=O)c1ccc2c(c1)C(CC(=O)O)NC2=O (stereo unspecified),5,-15,1.3,-7,-1,-11,1.2,-11,-4
O=C(O)CN1CCN(Cc2ccccc2)C1=O,4,4,.,-9,0,-9,1,-8,-6
CC(C)CC(=O)NC(=S)Nc1nc(-c2cccc3ccccc23)cs1,10,-1,1.2,-5,-4,-13,.,-28,-2
Oc1ccc(Oc2ccc3c(C(F)(F)F)cc(C(F)(F)F)nc3n2)cc1,15,-8,1,2,4,-14,.,10,-6
CCC(C)Sc1nc2c(c(=O)[nH]c(=O)n2C)n1CC(O)COc1ccccc1C (stereo unspecified),4,-2,.,8,1,-21,1.1,-21,-6
COc1ccc(N2CCN(C(=O)NC34CC5CC(CC(C5)C3)C4)CC2)cc1,-2,0,1.8,-2,0,10,.,-13,1
CC1CN(c2nn3c(=O)c4ccccc4nc3c3ccccc23)CC(C)O1 (stereo unspecified),7,8,1.5,2,-4,33,1,-10,7
CC(C)NC(=O)CC(=O)N/N=C/c1ccc(Br)cc1,6,-1,0.8,4,-1,-20,.,-3,-7
O=C(NCc1cccnc1)c1cc(-c2cccs2)on1,2,12,1,-3,2,-11,1.6,2,-3
O=S(=O)(NCc1ccco1)N1CCCCCC1,-4,-12,0.8,-8,-1,2,1.2,-17,1
O=C(OCC(=O)N1CCc2ccccc21)c1cccnc1Cl,4,-3,1.1,4,-5,-14,1.7,5,-7
O=C(COc1ncnc2sccc12)N1CCN(S(=O)(=O)c2ccc(Cl)cc2)CC1,2,1,1.1,-4,-4,-16,1.1,12,-3
COC(=O)Oc1ccc(/C=N/NC(=O)CN(c2ccccc2Cl)S(C)(=O)=O)cc1OC,5,-5,1.5,-8,2,21,.,-43,8
CCOC(=O)N1CCC(N2CC34C=CC(O3)C(C(=O)O)C4C2=O)CC1 (stereo unspecified),2,-10,1.2,3,0,-25,1.2,20,-4
COc1ccc(C(=O)/C=C/Nc2cccc(O)c2)cc1,10,0,0.9,-3,7,-19,.,-3,-2
CC(=O)c1ccc(N2CCN(C(=O)C3CCCN(S(=O)(=O)c4cnc[nH]4)C3)CC2)cc1 (stereo unspecified),3,-10,1.5,-1,-2,-10,1.4,1,-7
COc1ccccc1NC(=O)c1[nH]c(C)c(C(C)=O)c1C,3,-7,0.8,-5,2,13,1.2,7,-5
CC(=O)Nc1ccc(C(=S)NCc2ccco2)cc1,7,-3,0.8,0,-1,-2,.,-4,-6
O=C(Nc1ccccc1)NC1CS(=O)(=O)CC1O (stereo unspecified),14,-8,1.1,7,0,5,1.2,3,-4
CCCOc1ccc(C(CC(=O)O)NS(=O)(=O)c2ccc(NC(C)=O)cc2)cc1 (stereo unspecified),5,-11,1.1,-1,3,-5,1.2,22,-2
O=C(Cc1cn2ccsc2n1)NCc1ccccc1,2,-3,1,12,-5,15,1.1,12,-7
O=C(Cc1cccs1)NCC1CCCO1 (stereo unspecified),1,-6,1,-5,-5,17,0.9,10,-1
CC12CCCCN1CCCc1c2[nH]c2ccccc12 (stereo unspecified),7,-9,0.8,5,-3,22,1.3,3,-12
CCOC(=O)N1CCC(NC(=O)c2ccc3c(c2)N(Cc2ccc(F)cc2)CCS3)CC1,-2,-9,1.2,-1,-3,10,.,15,-1
COc1ccc(S(=O)(=O)N2CCN(C)CC2)cc1Br,1,-10,0.8,-9,-1,10,1.1,-14,-7
NC(=O)N1CCCC1C(=O)Nc1ccc(Cl)c(Cl)c1 (stereo unspecified),5,-5,0.9,12,3,2,.,8,-4
O=S(=O)(/C=C/c1ccccc1)n1cnc2ccccc21,2,-1,1.1,-5,-2,-16,1.1,-32,-3
CC(C)Sc1nc2ccccc2n1CC(=O)NCc1ccc2c(c1)OCO2,6,4,0.9,6,-5,-9,1.2,6,-7
CCc1nc(N)c(C#N)c(-c2ccc(F)cc2)c1C,-5,-7,0.7,2,2,-11,1.3,-11,-3
O=C(c1ccccc1)c1nc2ccccc2[nH]c1=O,3,-3,0.9,7,-1,5,1.3,-21,-6
COc1ccccc1NC(=O)CC1COc2ccccc2O1 (stereo unspecified),7,3,0.9,3,-2,-20,1.2,4,-6
O=C(Cc1coc2cc3c(cc12)CCC3)OCc1cc(=O)n2c(n1)sc1ccccc12,-6,-74,1,4,17,18,1.2,0,-9
COC(=O)C1=C(C)OC(N)=C(C#N)C1c1cccnc1 (stereo unspecified),6,-9,0.8,-9,-1,4,1.1,-25,-3
COC(=O)c1ccc(NC(=O)c2cn(-c3ccccc3)nc2-c2ccncc2)cc1,4,-16,1.1,-4,9,29,.,7,-9
Cn1cc(-c2nc3ccccc3[nH]2)c2ccccc21,4,-15,0.9,-6,1,2,1.4,5,-3
O=C(NCCSCc1ccccc1)c1ccc(C2SCC(=O)N2Cc2ccccc2)cc1 (stereo unspecified),6,-7,1.2,-4,-1,19,1.4,-1,-1
COCC(=O)Nc1nnc(CCc2ccccc2)s1,7,-2,1.1,-1,-2,9,1.1,6,-2
CCOc1ccc(NC(=O)CN2CCN(CC(=O)Nc3ccc(C(=O)OC)cc3)CC2)cc1,3,-4,1.3,0,-9,6,1.3,4,-4

Remaining list, next part.
Compound,HIV Rev-RRE inh,PLK1 kinase inh,PLAP activator,EphB4 antag,FAK blocker,Plk1 PBD FP,MT1-MMP txn act,S1P2 blocker,S1P2 agonist
CCOC(=O)c1cc2ccccc2nc1C,12,-6,1,-1,-2,-20,1.1,-7,-3
Cc1csc2nnc(N)n12,6,-4,1,3,0,15,1,-9,-5
O=C(CSc1nnnn1-c1ccccc1)Nc1ccc(Cl)cn1,5,-8,0.9,-1,0,8,1.1,-15,-7
O=C1c2cccc3cccc(c23)C(=O)N1c1ccc2ncccc2c1,6,-11,.,-7,12,-8,1,-6,-1
COc1ccc(NC(=O)C2CCCN(S(=O)(=O)c3ccc4c(c3)oc(=O)n4C)C2)c(OC)c1 (stereo unspecified),8,3,1.5,-1,5,12,.,-3,-2
CC(C)(C)CC(=O)OCC(=O)Nc1cc(C(C)(C)C)nn1-c1ccccc1,-1,-6,1,-3,1,-38,.,-18,-6
CCN(CC)S(=O)(=O)c1cc(C(=O)NC2=NCCS2)ccc1Cl,8,-1,1.2,4,0,12,1.4,3,-3
COc1ccc(NC(=O)CSc2nnc(C3CCCCC3)o2)c(OC)c1,10,-6,1.2,4,-2,-18,1.1,30,-6
O=CNCC(=O)NCCc1ccc(Cl)cc1,5,-11,1,0,0,4,1.2,-11,-5
CCC(C)n1nccc1NC(=O)C(C)OC(=O)c1cc2ccccc2[nH]1 (stereo unspecified),2,-11,1.1,4,2,-4,1,-4,-3
CNS(=O)(=O)c1ccc(NC(=O)C(CCSC)NC(N)=O)cc1 (stereo unspecified),2,-4,1.5,2,-1,-21,1.1,6,-3
CCOc1ccc(S(=O)(=O)N(CC(N)=O)c2ccc(C)cc2)cc1,9,-14,1,12,3,0,1.2,4,-6
COc1ccc(CN2CC(C(=O)NCCCN3CCCCCC3)CC2=O)cc1 (stereo unspecified),4,-7,1.2,8,5,-23,0.9,11,-2
COC(=O)c1[nH]c2ccc(C)cc2c1NC(=O)CN1CCN(c2ccc(F)cc2)CC1,5,-11,1,3,-1,-6,1.5,44,-3
CC1CN(C(=O)CSc2nnc(-c3ccc(Cl)cc3)n2C)CC(C)O1 (stereo unspecified),-1,-5,0.9,-3,-1,3,1.3,-15,-8
O=C(CSc1nnc(-c2cccnc2)n1Cc1ccco1)c1ccccc1,-1,-8,1,5,2,-25,1,-4,-2
Cn1ccnc1C(O)c1ccco1 (stereo unspecified),6,-6,0.8,-2,-2,10,1.1,-9,-1
O=C(Nc1cccc(F)c1)c1ccc(S(=O)(=O)N2CCOCC2)cc1,6,-12,0.8,0,1,6,1,18,-2
Cc1ccc([C@@H]2C3COCC=C3C(C#N)=C(N)C2(C#N)C#N)o1 (stereo partly specified),42*,-1,1.6,-1,2,-17,1.3,10,-3
COC(=O)C1(C(=O)OC)NOC2C(=O)N(c3ccccc3)C(=O)C21 (stereo unspecified),1,-3,1,7,0,-29,.,2,-8
CCCCCn1c(CN2CCN(C)CC2)nc2c1c(=O)n(C)c(=O)n2C,-3,-12,1.6,-6,-2,10,1.2,12,-3
O=Cc1cc2ccccc2nc1SCc1ccc(Cl)c(Cl)c1,20,-11,1.1,1,2,20,.,-11,-4
O=C(COc1ccccc1F)NC1CCN(Cc2ccccc2)CC1,6,-5,1.6,8,-4,-8,.,-11,-9
CC1=C(C(=O)OC(C)C)C(c2ccc(Br)s2)NC(=O)N1C (stereo unspecified),8,-7,1.4,-9,4,-9,1,4,2
CCOC(=O)C(C)Sc1nc(N)c(NC(=O)c2ccc(OC)c(OC)c2)c(=O)[nH]1 (stereo unspecified),7,-7,1.1,0,0,4,1.1,-13,-7
COc1cccc(N2CCN(C(=O)CN(c3ccc(C)cc3)S(=O)(=O)c3c(C)n[nH]c3C)CC2)c1,5,-8,.,-4,1,-2,1,-9,-2
CCN(CC)c1ncnc2c1cnn2C,4,-10,0.9,1,-3,15,1.1,-2,3
CCCCc1ccc(CC(=O)O)cc1,10,3,1.2,-1,6,-5,1.1,19,-3

As a working copy, some entries already given:
Compound,HIV Rev-RRE inh,PLK1 kinase inh,PLAP activator,EphB4 antag,FAK blocker,Plk1 PBD FP,MT1-MMP txn act,S1P2 blocker,S1P2 agonist
O=C(CSc1nnc(-c2cccnc2)n1Cc1ccco1)c1ccccc1,-1,-8,1,5,2,-25,1,-4,-2
Cn1ccnc1C(O)c1ccco1 (stereo unspecified),6,-6,0.8,-2,-2,10,1.1,-9,-1
O=C(Nc1cccc(F)c1)c1ccc(S(=O)(=O)N2CCOCC2)cc1,6,-12,0.8,0,1,6,1,18,-2
Cc1ccc([C@@H]2C3COCC=C3C(C#N)=C(N)C2(C#N)C#N)o1 (stereo partly specified),42*,-1,1.6,-1,2,-17,1.3,10,-3
COC(=O)C1(C(=O)OC)NOC2C(=O)N(c3ccccc3)C(=O)C21 (stereo unspecified),1,-3,1,7,0,-29,.,2,-8
